GC-A act – GC-A (human) enzyme activation; HEK293 GC-A cells, cGMP TR-FRET, EC30 ANP; 0% at EC30 ANP, 100% saturating ANP; activation, % at 10 µM; 0.14% of 370,000 active; AID 1671463; in the data active means activation above about 40%
DAX1 inh-1 – inhibits human nuclear receptor DAX1 | AID 504766 | 0.99% of 340,000 active | P51843 | inhibition, % at 6.75 µM | HEK293 Gal4-DAX1 luciferase reporter, luminescence;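 active means inhibition above the mean over all tested compounds plus 3 SD, cut at about 4.2% in these data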;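 further: 0% = DAX1-transfected cells with DMSO and 100% = empty-vector control cells with DMSO; inhibition shows as a rise in luminescence from relieved DAX1 repression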
Target sequence (P51843 207-470 limits assumed): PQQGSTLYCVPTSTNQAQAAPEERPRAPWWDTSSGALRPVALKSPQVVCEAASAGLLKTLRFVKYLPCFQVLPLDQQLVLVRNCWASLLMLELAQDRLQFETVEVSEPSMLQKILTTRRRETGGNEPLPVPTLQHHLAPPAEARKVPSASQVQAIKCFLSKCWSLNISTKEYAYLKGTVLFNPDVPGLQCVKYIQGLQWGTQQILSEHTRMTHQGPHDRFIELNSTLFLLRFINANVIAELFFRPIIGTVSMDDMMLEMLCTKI
hgDAF12 agonist – agonists of H. glycines DAF-12 nuclear receptor | HEK293 GAL4-hgDAF12 UAS-luciferase reporter, agonist luminescence; normalized to butyrate control | activation, % at 6.8 µM | 1.8% of 370,000 active | AID 687014;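 active means activation above a cutoff set at the mean of all screened compounds plus 3 SD, cut at about 10% in these data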;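 further: 0% = DMSO wells and 100% = sodium butyrate wells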
SMARCA2 act – activators of SMARCA2 function. activation, % at 9.1 µM. AID 652017. 1% of 370,000 active. MG213 cells, MMTV-luciferase reporter, dexamethasone, overnight; in the data active means activation above about 7.8%;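 further: 0% = vehicle wells and 100% = reference activator wells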
ssDAF-12 act – activators of S. stercoralis DAF-12 nuclear receptor; 1% of 370,000 active; AID 652126; activation, % at 6.8 µM; HEK293 ssDAF-12/GRIP1 lit1-tk-luc reporter, luminescence; % of 3 µM dafachronic acid response;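 active means activation above the mean over all tested compounds plus 3 SD, cut at about 0.9% in these data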;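 further: 0% = DMSO-only wells and 100% = 3 µM delta7-dafachronic acid wells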
ADAM10 inh – inhibits human ADAM10; recombinant ADAM10, EDANS/DABCYL FRET peptide cleavage, 3 h; inhibition, % at 7 µM; 0.62% of 370,000 active;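 active means inhibition above a per-campaign cutoff equal to the mean of compounds falling between control-based bounds plus 3 SD, cut at about 20% in these data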;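 further: 0% = DMSO wells while the 100% control is not disclosed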
GC-B act – GC-B (human) receptor activation | P20594 | HEK293-GC-B cells, CNP EC30, cGMP TR-FRET; 0% at EC30 CNP, 100% saturating CNP | activation, % at 10 µM | 0.11% of 370,000 active | AID 1920062;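 active means activation at 10 µM reaching about 35% in either raw or pattern-adjusted values, limit read from the data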
DAX1 inh-2 – inhibitors of DAX1 repression of SF-1 activated StAR promoter | HEK293T StAR-luciferase reporter, SF-1/DAX-1 repression relief | inhibition, % at 6.8 µM | 1.1% of 370,000 active | AID 652010;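 active means inhibition above the mean over all tested compounds plus 3 SD, cut at about 3.6% in these data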;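 further: 0% = DAX-1 cells with DMSO and 100% = cells lacking DAX-1 with DMSO; higher inhibition means more luminescence from relief of DAX-1 repression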
sPLA2-III inh – Blocks human group III sPLA2 activity; inhibition, % at 12.2 µM; AID 743126; QFRET BODIPY PC-A2 liposome hydrolysis, fluorescence; 0.56% of 370,000 active;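 active means inhibition above mean plus 3 SD of compounds lying within the high and low control bounds, cut at about 19% in these data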;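 further: 0% = median of test compound wells and 100% = no enzyme DMSO wells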
Target sequence (Q9NZ20 whole entry, looked up): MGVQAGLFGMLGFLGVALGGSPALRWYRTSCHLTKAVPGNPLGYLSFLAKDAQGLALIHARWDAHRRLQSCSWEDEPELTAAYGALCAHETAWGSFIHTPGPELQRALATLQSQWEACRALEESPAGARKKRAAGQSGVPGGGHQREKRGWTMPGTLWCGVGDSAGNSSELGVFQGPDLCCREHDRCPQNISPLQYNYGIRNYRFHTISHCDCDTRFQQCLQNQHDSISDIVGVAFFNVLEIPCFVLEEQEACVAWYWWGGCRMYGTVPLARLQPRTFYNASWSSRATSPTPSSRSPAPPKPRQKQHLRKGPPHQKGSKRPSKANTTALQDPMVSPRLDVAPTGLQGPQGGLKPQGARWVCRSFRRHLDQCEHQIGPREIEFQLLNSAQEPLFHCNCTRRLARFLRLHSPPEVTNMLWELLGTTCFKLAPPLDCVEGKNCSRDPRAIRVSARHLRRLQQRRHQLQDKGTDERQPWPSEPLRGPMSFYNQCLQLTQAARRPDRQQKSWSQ
hcDAF12 agonist – activates DAF-12 receptor from parasite H. contortus | HEK293 hcDAF-12 lit1-tk-luc reporter, luminescence; 0% DMSO, 100% Δ7-dafachronic acid | activation, % at 6.8 µM | 1.4% of 370,000 active;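 active means activation above the mean of all tested compounds plus 3 SD, cut at about 5.5% in these data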;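 further: 100% = response to 3 µM Δ7-dafachronic acid high control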
GAA850 FXN act – activators of GAA850 frataxin (FXN) promoter; HEK293 lucGAA850 FXN promoter luciferase reporter, 24 h; percent of 10 µM SAHA response; activation, % at 6 µM; 0.56% of 360,000 active; AID 540364;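 active means activation above the average of all compounds screened plus 3 SD, cutoff fixed separately per campaign, cut at about 7.5% in these data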;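 further: 0% = DMSO wells and 100% = 10 µM SAHA wells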
Active calls of the source: *; / = not tested or not shown.

SMILES	GC-A act	DAX1 inh-1	hgDAF12 agonist	SMARCA2 act	ssDAF-12 act	ADAM10 inh	GC-B act	DAX1 inh-2	sPLA2-III inh	hcDAF12 agonist	GAA850 FXN act
COc1ccc(C(=O)CCC(=O)Nc2ccc(N3CCCCC3)cc2)cc1OC	-1	0.2	1.8	-1	-0.6	-6	0	-0.2	-1	-0.2	-1.5
CCOCCCNC(=O)Cc1cc(=O)[nH]c(=O)[nH]1	-1	0.6	-1.0	3	-0.8	-4	-1	0.0	0	1.0	1.8
Cc1cccc(NC(=O)[C@@H]2CCCN2C2=NS(=O)(=O)c3ccccc32)c1C	-1	4.4*	3.6	-1	-0.6	-4	1	-0.8	-1	0.1	-0.4
N#Cc1nc(COc2ccccc2)oc1N1CCN(Cc2ccccc2)CC1	-4	1.1	0.3	-4	-0.5	2	2	-0.7	-13	-0.7	3.2
COc1ccc(S(=O)(=O)N2CCC(C(=O)N3CCN(C)CC3)CC2)cc1Cl	-5	1.8	1.1	0	-0.8	6	2	-0.1	-2	-2.9	1.9
Cc1c(NC(=O)Nc2ccc3c(c2)OCO3)cccc1[N+](=O)[O-]	4	1.0	7.7	0	-0.6	-10	2	2.0	3	2.3	2.6
Cc1cc(Br)ccc1NC(=O)C1C2CCC(O2)C1C(=O)O (stereo unspecified)	4	1.7	2.4	0	-1.2	-1	-1	0.3	-3	-1.6	3.9
CCCCn1c(N)c(N(Cc2ccccc2OC)C(=O)C(C)Oc2cccc(Cl)c2)c(=O)[nH]c1=O (stereo unspecified)	2	0.4	-0.2	-4	0.5	-9	-6	-1.5	18	1.7	-2.0
O=C(Nc1ccc(N2CCCC2)cc1)c1cccc(Cl)c1Cl	0	0.5	7.2	2	-0.7	-22	-2	0.0	18	0.0	-0.3
O=C(Nc1cc(SCC(O)CO)cc([N+](=O)[O-])c1)c1ccc(-n2cnnn2)cc1 (stereo unspecified)	0	-0.8	1.9	1	-1.1	-3	0	0.3	0	-1.3	0.3
Cc1cc(C)n(-c2ccc(F)cc2CN2CCN(C3CCCC3)C(CCO)C2)n1 (stereo unspecified)	0	-1.1	-0.1	-2	-0.8	-1	0	-0.2	0	1.6	-0.6
CC1CCCN(C(=O)CN2C(=O)c3ccccc3S2(=O)=O)C1 (stereo unspecified)	0	1.7	0.2	6	-0.7	-5	3	0.0	10	0.4	0.9
CC12CCC3c4ccc(O)cc4CCC3C1CC(=NO)C2O (stereo unspecified)	-2	1.3	-2.0	-4	-1.4	-14	-3	-1.1	7	-3.1	4.3
O=C1[C@H]2[C@H](ON3CCCC[C@H]23)C(=O)N1c1cccc(C(F)(F)F)c1	3	-0.2	2.8	-2	-0.2	-2	0	0.7	0	-0.7	3.2
O=C(c1cccs1)N1CCCC1	2	1.9	-1.1	-1	-0.7	2	-7	-0.5	2	-1.4	1.0
CC1(C)Cc2c(sc3c2c(=N)n(Cc2ccco2)c(=O)n3CC(=O)Nc2ccc(Cl)cc2)CO1	-1	1.1	1.7	4	-1.3	4	2	-0.2	-6	-0.3	-0.2
CC(C)(C)C(=O)Nc1c(Br)c(C2CC2)nn1-c1ccccc1	-2	/	0.9	3	-1.8	6	-5	0.2	-1	-0.9	-1.4
CN(c1ccccc1C(=O)O)S(C)(=O)=O	1	-0.1	0.9	-3	-1.6	-1	1	0.4	10	0.2	-0.6
CCn1c2ccccc2c2cc(NS(=O)(=O)c3ccc(C)cc3)ccc21	-2	-0.1	0.0	-2	-0.8	12	2	-0.2	-22	-0.1	0.5
COCCNC(=O)c1ccc(C2SCC(=O)N2CCc2ccccc2)cc1 (stereo unspecified)	1	0.1	-3.2	-1	-0.8	-7	0	0.1	3	-0.8	-0.6
Cc1ccc2nc3c(cc2c1)c(NC(=O)C1CCCO1)nn3CC(C)C (stereo unspecified)	1	-0.9	0.9	-2	-1.1	-109	-4	-0.2	1	-1.0	-0.4
CN(CC(=O)Nc1cccc(F)c1)C(=O)Cn1c(=O)cnc2ccccc21	3	1.0	-1.0	-3	-1.3	-11	-3	-1.5	2	-0.9	0.3
CCSc1nc2c(cnn2-c2ccccc2)c(=O)n1N	1	/	8.2	2	-0.5	-3	-1	1.5	-1	1.2	0.2
COc1ccc(Cn2nnnc2C(c2cc3ccc(OC)cc3[nH]c2=O)N2CCC(C)CC2)cc1 (stereo unspecified)	3	-0.4	-1.3	-1	-0.9	-88	3	-0.5	-4	-0.1	-1.5
Cn1cc(CN2CCC(n3nccc3NC(=O)CCc3ccccc3)CC2)cn1	1	-0.4	-0.3	-2	-0.1	-7	-2	1.0	1	-0.8	1.2
O=C(Nc1ccc(CN2CCOCC2)cc1)c1ccc(-c2cccc(Cl)c2)o1	-10	-4.5	-7.2	-5	-2.6	4	1	-3.5	-31	-3.1	-5.9
CCCCCC(=O)NCC(C)NC(=O)CCCCC (stereo unspecified)	-3	0.6	-0.1	-1	-0.5	1	2	0.8	-7	1.6	0.3
COc1ccc(-c2nc3ccccc3o2)cc1NC(=O)CSc1ccc(Cl)cc1	-6	2.5	-2.7	0	-1.5	1	-5	0.5	4	0.5	1.4
CC1C/C=C/C=C/C=C/C=C/C(O[C@@H]2O[C@H](C)[C@@H](O)[C@H](N)[C@@H]2O)CC2OC(O)(CC(O)CC3OC3/C=C/C(=O)O1)CC(O)C2C(=O)O (stereo partly specified)	-1	/	2.8	-3	-0.8	-10	3	-0.3	-4	-1.6	/
COc1ccc(CC(=O)NCc2n[nH]c(=S)n2-c2cccc(Cl)c2)cc1	2	-1.3	0.7	-3	-0.9	-10	0	0.0	4	-0.5	-0.8

Filtered by structure: the compounds so far with a nitro group on carbon
SMILES	GC-A act	DAX1 inh-1	hgDAF12 agonist	SMARCA2 act	ssDAF-12 act	ADAM10 inh	GC-B act	DAX1 inh-2	sPLA2-III inh	hcDAF12 agonist	GAA850 FXN act
Cc1c(NC(=O)Nc2ccc3c(c2)OCO3)cccc1[N+](=O)[O-]	4	1.0	7.7	0	-0.6	-10	2	2.0	3	2.3	2.6
O=C(Nc1cc(SCC(O)CO)cc([N+](=O)[O-])c1)c1ccc(-n2cnnn2)cc1 (stereo unspecified)	0	-0.8	1.9	1	-1.1	-3	0	0.3	0	-1.3	0.3

Later entries
SMILES	GC-A act	DAX1 inh-1	hgDAF12 agonist	SMARCA2 act	ssDAF-12 act	ADAM10 inh	GC-B act	DAX1 inh-2	sPLA2-III inh	hcDAF12 agonist	GAA850 FXN act
Cc1ccc(CCN2CC(C(=O)NCCCN3CCCCC3)CC2=O)cc1 (stereo unspecified)	0	-0.3	-0.9	-5	-0.8	-2	2	0.0	8	-0.1	1.0
COc1ccc(-c2ccc(SCC(=O)Nc3nnc(C)s3)nn2)cc1	-4	1.8	4.2	0	-0.4	-1	-9	0.3	-3	-0.2	0.9
Cc1cc(C(C)(C)C)ccc1OCCN1CCCC1	2	1.6	-1.9	-9	-0.7	-6	0	-0.2	12	-1.1	1.0
Cc1ccccc1Oc1nc2ccccc2n2cnnc12	-4	0.8	0.6	-1	-1.0	-7	5	-0.1	6	-0.6	0.7
COC(=O)c1cc(C(=O)NNC(=O)c2ccc3c(c2)OCO3)cc([N+](=O)[O-])c1	0	-0.1	-2.3	-3	-0.6	-10	2	-0.7	0	-0.1	2.4
Cc1ccccc1COC(=O)c1cc([N+](=O)[O-])ccc1N1CCOCC1	2	0.8	-3.2	0	-1.4	3	-4	-1.7	-4	0.0	0.5
O=C(NNS(=O)(=O)c1ccc(Br)cc1)c1cccs1	2	0.0	1.7	0	-1.3	4	0	-0.1	0	0.0	0.4
CCOc1ccc(OCC(=O)Nc2cc3c(cc2C(=O)O)OCCCO3)cc1	-2	-1.2	-1.2	-3	-1.1	-7	2	-0.1	-8	1.1	-1.7
O=C(NCC(c1ccco1)N1CCCC1)c1ccc(Cl)cc1 (stereo unspecified)	-1	2.8	2.6	-1	-0.5	-2	6	0.6	4	-1.0	2.2
CSC1=NCCN1C(=O)C(C)(C)Oc1ccc(Cl)cc1	-3	-0.9	0.0	1	-1.3	-2	-4	0.7	2	-1.7	1.2
Cc1csc(=O)n1CCC(=O)OCC(=O)NCc1ccccc1	-1	0.3	3.8	1	-1.2	1	6	0.9	-5	0.2	1.2
O=C(NCc1ccccn1)C(=O)NCC1OCCN1S(=O)(=O)c1ccc(Br)cc1 (stereo unspecified)	-2	-0.2	-0.5	0	-1.0	-14	1	-1.5	1	0.0	-2.2
Cc1ccc(CNC(=O)C2CCCC2)cc1	-6	1.1	-0.9	1	-1.7	2	4	0.5	3	-1.6	3.9
CC(=O)C1=NN(c2ccccc2)C(c2ccc3c(c2)OCO3)N1c1ccc(N2CCOCC2)cc1 (stereo unspecified)	22	-0.4	-2.4	0	-0.2	-13	13	0.0	9	0.0	1.8
COc1ccc(-c2cc(N)n(S(=O)(=O)Cc3ccccc3)n2)c(OC)c1	-9	0.4	-0.5	-3	-1.1	1	-7	-1.4	-4	-1.2	-0.3
C/C(=N/NC(=O)c1ccc(C(C)(C)C)cc1)c1cccnc1	4	/	1.8	-5	-0.5	-1	-1	0.3	1	0.5	1.2
O=C(CNC(=O)C1COc2ccccc2O1)N/N=C\c1ccc(Cl)cc1 (stereo unspecified)	3	0.5	-1.6	-5	-1.1	-9	-2	0.4	5	-2.0	0.3
COc1ccc(OC)c(S(=O)(=O)N2CCCCC2C(=O)O)c1 (stereo unspecified)	3	0.5	0.7	-2	-1.1	-12	1	1.6	-1	-0.6	-0.2
O=C(Nc1ccc(Cl)c(S(=O)(=O)N2CCCCC2)c1)c1cccnc1	-1	-1.9	-4.3	-6	-1.6	-12	0	-3.4	5	-3.8	-1.2
Cc1onc(-c2ccccc2)c1C(=O)NC(C)C	1	-0.8	-1.3	-2	-1.0	-7	5	-0.4	5	0.2	-1.3
CCCCc1ccc(CC(=O)O)cc1	1	0.2	-0.8	-3	-0.6	10	0	0.1	1	-2.4	0.3
CC1CCCCN1CCCNC(=O)Cn1c(=O)c2cccn2c2ccccc21 (stereo unspecified)	8	0.3	1.8	-4	-0.8	-6	1	-0.3	5	-0.4	-0.1
CC(=O)c1c(N2CCN(c3ccc(F)cc3)CC2)nc(=S)n(Cc2ccccc2)c1C	1	0.3	1.8	-4	-2.0	-4	4	-0.8	4	-3.5	4.2

Profiles, looked up by structure. Order of screens: GC-A act, DAX1 inh-1, hgDAF12 agonist, SMARCA2 act, ssDAF-12 act, ADAM10 inh, GC-B act, DAX1 inh-2, sPLA2-III inh, hcDAF12 agonist, GAA850 FXN act
Results for O=C(Nc1ccc(Cl)c(S(=O)(=O)N2CCCCC2)c1)c1cccnc1 : -1, -1.9, -4.3, -6, -1.6, -12, 0, -3.4, 5, -3.8, -1.2
Results for Cc1onc(-c2ccccc2)c1C(=O)NC(C)C : 1, -0.8, -1.3, -2, -1.0, -7, 5, -0.4, 5, 0.2, -1.3
Results for O=C(CNC(=O)C1COc2ccccc2O1)N/N=C\c1ccc(Cl)cc1 (stereo unspecified) : 3, 0.5, -1.6, -5, -1.1, -9, -2, 0.4, 5, -2.0, 0.3
